TCR CD3 inh: blocks the human TCR-CD3 interaction; 360,000 tested, 0.37% active; AID 651800; TAMRA-labeled TCR probe fluorescence, biochemical; inhibition, % at 9.4 µM; in the data active = inhibition above about 19%;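 also: recombinant mutant TCR 2C K166C tagged with TAMRA read by polarization; 0% = receptor in buffer alone and 100% = receptor with positive control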
mABHD4 FP: inhibits mouse alpha/beta hydrolase domain 4; purified mABHD4, FP-Rh probe fluorescence polarization; inhibition, % at 8.92 µM; 370,000 tested, 0.54% active;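 active = inhibition exceeding the mean over every tested compound plus 3 SD, cut at about 30% in these data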;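 also: 0% = plate median of compound wells and 100% = S159A mutant with DMSO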
Target sequence (Q8VD66 whole entry, looked up, the tested form may be a part): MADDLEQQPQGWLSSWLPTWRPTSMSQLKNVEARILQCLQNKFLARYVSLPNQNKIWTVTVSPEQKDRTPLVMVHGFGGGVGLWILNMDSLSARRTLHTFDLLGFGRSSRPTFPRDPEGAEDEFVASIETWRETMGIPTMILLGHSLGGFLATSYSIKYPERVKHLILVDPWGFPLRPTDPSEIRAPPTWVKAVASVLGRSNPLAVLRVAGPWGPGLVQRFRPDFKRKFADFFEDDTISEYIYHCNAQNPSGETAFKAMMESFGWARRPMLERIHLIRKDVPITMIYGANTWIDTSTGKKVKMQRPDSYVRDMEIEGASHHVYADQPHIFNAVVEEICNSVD
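assay system = mABHD4 protein | compound dosing = single nominal dose of 8.92 µM, 0.89% DMSO final | read-out basis = percent inhibition of probe binding, normalized to plate controls | schedule = Enzyme–compound pre-incubation 45 min, then probe 60 min, both 25 °C | detection = fluorescence polarization, excitation 525 nm, emission 598 nm, BODIPY TMR filters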
NR1D1 modulator: Rev-erb alpha (human) modulation; activity, % at 10 µM; P20393; 370,000 tested, 0.79% active; Rev-erbα–FITC-DNA binding, fluorescence polarization, 90 min;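 active = activity above about 14%, limit read from the data; passing the limit was not always enough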;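 also: 0% = DMSO wells with 35 nM protein and 100% = DMSO wells with 750 nM protein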
Target sequence (P20393 whole entry, looked up): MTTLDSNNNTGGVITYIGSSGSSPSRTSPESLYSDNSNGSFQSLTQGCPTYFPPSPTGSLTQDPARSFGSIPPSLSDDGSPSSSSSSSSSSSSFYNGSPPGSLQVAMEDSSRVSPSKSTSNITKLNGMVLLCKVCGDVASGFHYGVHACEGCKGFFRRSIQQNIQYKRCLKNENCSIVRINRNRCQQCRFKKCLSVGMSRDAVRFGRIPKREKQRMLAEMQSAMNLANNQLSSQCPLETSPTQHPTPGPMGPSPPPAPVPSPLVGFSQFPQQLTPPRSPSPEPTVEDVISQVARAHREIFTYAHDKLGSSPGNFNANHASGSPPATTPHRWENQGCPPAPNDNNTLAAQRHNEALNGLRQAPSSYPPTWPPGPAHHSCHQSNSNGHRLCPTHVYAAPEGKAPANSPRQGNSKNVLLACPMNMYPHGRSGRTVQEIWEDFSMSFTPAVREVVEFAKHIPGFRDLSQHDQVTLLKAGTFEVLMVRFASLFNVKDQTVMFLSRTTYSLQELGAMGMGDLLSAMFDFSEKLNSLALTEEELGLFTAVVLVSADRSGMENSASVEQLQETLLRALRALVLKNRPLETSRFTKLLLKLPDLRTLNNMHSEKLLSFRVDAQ
TDP2 inh: TDP2 (human) inhibition, absorbance primary screen; recombinant TDP2, T5PNP hydrolysis, p-nitrophenol absorbance 415 nm; 370,000 tested, 0.34% active; O95551; inhibition, % at 12.8 µM;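 active = inhibition above the mean of all tested compounds plus 3 SD, set per campaign, cut at about 25% in these data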;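 also: 0% = DMSO with enzyme and 100% = buffer with substrate but no TDP2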
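Assay system: Recombinant human TDP2 | Quantity: 120 nM TDP2 per well | Incubation: 2 h at 37 °C | Signal: Epi absorbance | Evaluation: Percent inhibition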
PG9 binder: PG9 antibody binding by small molecule. TR-FRET gp120-PG9 antibody binding. inhibition, % at 6.7 µM. 360,000 tested, 0.43% active. AID 624416; in the data active = inhibition above about 8.5%
HTRA1 inh: HTRA1 (human) protease inhibition; Q92743; recombinant HTRA1, FP-rhodamine activity-based probe, fluorescence polarization; inhibition, % at 5.96 µM; 340,000 tested, 0.5% active; in the data active = inhibition above about 36%;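 also: 0% = enzyme with DMSO and 100% = wells lacking enzyme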
LEDGF integ inh: blocks HIV-1 LEDGF/p75-dependent DNA integration | 370,000 tested, 0.64% active | TR-FRET IN-LEDGF/p75 DNA integration, Eu/Cy5 | inhibition, % at 3.7 µM;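 active = inhibition above the screen-wide mean plus 3 SD, cut at about 13% in these data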;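 also: signal is the Cy5 over europium emission ratio at 671 and 618 nm; 0% = plate median of compound wells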
PRMT1 FP inh: inhibitors of human PRMT1. Q99873. recombinant PRMT1, activity-based probe fluorescence polarization. inhibition, % at 2.79 µM. 370,000 tested, 1.3% active. AID 652257;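 active = inhibition above about 21% made by adding two undisclosed values, limit read from the data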
SIAE inh: human SIAE inhibition, primary screen; SIAE FP-Rh probe binding, fluorescence polarization; inhibition, % at 9.66 µM; Q9HAT2; 370,000 tested, 0.69% active;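 active = inhibition above a cutoff: mean of compounds within the control limits plus 3 SD of those, cut at about 17% in these data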;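 also: 0% = plate median of compound wells and 100% = probe without SIAE protein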
rCAG RNA binder: molecules binding r(CAG) RNA repeats; r(CAG) RNA repeat, TO-PRO-1 dye displacement fluorescence; inhibition, % at 3 µM; 370,000 tested, 1.3% active; AID 651821;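 active = inhibition above the plate cutoff, the mean of all test compounds on that plate plus 3 SD, cut at about 35% in these data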;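 also: 0% = DMSO alone and 100% = 100 µM mitoxantrone as full dye displacement; higher means more dye released from RNA so lower well fluorescence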
* hit, by the source's call; / = no result given. These rows are one share of the data (hit frequency here may not be typical).

canonical_smiles	TCR CD3 inh	mABHD4 FP	NR1D1 modulator	TDP2 inh	PG9 binder	HTRA1 inh	LEDGF integ inh	PRMT1 FP inh	SIAE inh	rCAG RNA binder
Cc1nn(CCCC(=O)Nc2ccc(Br)cc2F)c(C)c1[N+](=O)[O-]	-9	4	-1	8	0.3	-3	-4	2	11	2
COc1ccc(CCN=C(C)C2=C(O)C(c3ccccc3)OC2=O)cc1OC (stereo not given)	7	-6	13	1	-1.5	-5	1	0	-6	-7
CNCCC1Sc2ccccc2Oc2ccccc21 (stereo not given)	2	4	-3	-9	-0.4	-4	-5	0	1	9
COc1ccc(-n2c(C)cc(C(=O)COC(=O)c3cc(NC(=O)c4cccs4)c(OC)c(OC)c3)c2C)cc1	10	-2	32*	-6	-0.6	-16	-3	-1	-7	9
CN(C)c1cccc(/C=C2\CC3(OC(=O)c4ccc(Cl)cc4)CCCN2C3)c1 (stereo not given)	/	-3	3	-10	/	/	4	7	1	8
COc1ccc(Cl)cc1NC(=S)N1CC(C)OC(C)C1 (stereo not given)	10	1	-1	7	-0.4	3	2	-2	0	0
O=C(Nc1ccc(Cl)cc1)C1CCCCN1S(=O)(=O)c1ccccc1 (stereo not given)	-3	-12	2	-5	1.0	-19	0	6	13	4
O=C(CN1c2ccccc2Sc2ccccc21)NNC(=O)Nc1cccc(Cl)c1	-11	-2	6	-13	-1.5	10	0	6	0	23
COc1ccc(C(=O)N/N=C/c2ccc(OC)c(CSc3ccccn3)c2)cc1	1	-31	6	-3	-2.3	-29	4	-4	-32	2
O=C(CSc1ncccn1)N1CCN(Cc2ccccc2)CC1	5	-2	-2	-3	0.6	-3	1	-3	1	-5
O=C(NC1CCCCCC1)c1cccc(N2CCCC2=O)c1	3	-1	-7	-2	-1.5	1	0	-3	4	4
CCCCc1cc(C(=O)Cc2ccccn2)c(O)cc1O	-2	0	-2	-3	1.6	-3	3	0	-4	15
CS(=O)(=O)c1nc(S(=O)(=O)c2ccc(Cl)cc2)c(NCc2ccccn2)s1	2	-2	3	5	-0.1	0	4	-6	6	-4
Cc1ccc(C(=O)Nc2sc3c(c2C(=O)O)CCC(C)C3)o1 (stereo not given)	3	4	1	4	-0.4	5	2	-3	6	8
O=C(CNS(=O)(=O)c1ccccc1)N1CCCC1	3	3	-3	5	-2.5	1	7	1	2	-1
CC(C)OC(=O)c1c(NC(=O)Cn2cnc([N+](=O)[O-])n2)sc2c1CCCC2	0	5	6	2	1.8	-1	-2	1	3	-2
O=C(O)CCCCCCCCc1cn(CC2CCCCC2)nn1	5	1	-9	1	-0.7	2	3	1	-2	2
CCNC(=O)COC(=O)c1ccc(S(=O)(=O)N2CCCCCC2)cc1	-1	-10	-5	0	-2.3	-2	0	-3	-2	-3
Cc1ccc(C)c(NS(=O)(=O)c2cc(C(=O)NCc3ccccn3)ccc2C)c1	0	-2	-8	-7	-1.9	6	-2	-3	-1	-2
COc1ccc([N+](=O)[O-])cc1NS(=O)(=O)c1cccc(C(=O)NCCCN2CCCC2=O)c1	-5	0	-6	-12	0.4	1	2	-5	-6	8
COC(=O)c1ccc2c(=O)n(CCO)c(=S)[nH]c2c1	2	4	6	-3	-1.1	12	-3	-2	5	-1
Cc1cc(=O)oc2c(C)c(OC(=O)c3ccco3)ccc12	4	0	-3	-7	-1.5	-1	2	0	-6	-4
CCOC(=O)c1cnc(-c2ccccc2)nc1-c1ccccc1	-2	-6	-2	-5	0.2	-12	4	1	2	-1
O=C(CC1(O)C(=O)N(CN2CCOCC2)c2ccccc21)c1ccccc1 (stereo not given)	1	1	1	1	1.2	-1	4	1	3	-3
CCc1nc2c(OCc3ccc(Cl)cc3)cccn2c1N(C)C(=O)c1ccc2c(c1)OCO2	-4	0	2	4	0.8	/	-1	-1	2	4

Sorted by formula weight (highest first): three of the compounds above.
canonical_smiles	TCR CD3 inh	mABHD4 FP	NR1D1 modulator	TDP2 inh	PG9 binder	HTRA1 inh	LEDGF integ inh	PRMT1 FP inh	SIAE inh	rCAG RNA binder
O=C(O)CCCCCCCCc1cn(CC2CCCCC2)nn1	5	1	-9	1	-0.7	2	3	1	-2	2
COc1ccc(Cl)cc1NC(=S)N1CC(C)OC(C)C1 (stereo not given)	10	1	-1	7	-0.4	3	2	-2	0	0
Cc1cc(=O)oc2c(C)c(OC(=O)c3ccco3)ccc12	4	0	-3	-7	-1.5	-1	2	0	-6	-4

Continuation:
canonical_smiles	TCR CD3 inh	mABHD4 FP	NR1D1 modulator	TDP2 inh	PG9 binder	HTRA1 inh	LEDGF integ inh	PRMT1 FP inh	SIAE inh	rCAG RNA binder
O=C(O)C1CCN(C(=O)CSc2nc3ccccc3c(=O)n2-c2ccc(Cl)cc2)CC1	1	7	-2	-6	-3.7	2	6	-3	4	4
O=C1NC[C@H](CCCCN2C[C@H](Cc3ccccc3)N(CCc3ccccc3)C(=O)C2=O)N(CCC2CCCCC2)C1=O	-2	3	-12	4	-0.3	/	-3	-2	-5	2
COc1ccc(C(C(=O)NC(C)(C)C)N(CCc2ccc(OC)c(OC)c2)C(=O)CCC(=O)Nc2cc(C)on2)cc1 (stereo not given)	3	-3	-1	4	-0.2	0	0	0	-3	-1
CC1(Oc2cccc(F)c2)CCN(Cc2ccccc2OC(F)F)C1 (stereo not given)	-3	1	2	12	-2.1	/	1	0	6	-2
CCc1cccc(NC(=O)Cc2ccc(OC)c(OC)c2)c1	6	-1	-4	-3	-3.4	-7	1	-2	-2	-1
O=c1cc(N2CCCCC2)c(-c2ccccc2)nn1Cc1ccc(Cl)cc1	-3	0	-2	3	0.2	0	1	2	-2	0
CC1=NN(C(C#N)c2ccc([N+](=O)[O-])cc2)C(C)(C)C1 (stereo not given)	1	2	7	-6	1.1	/	0	1	6	-1
CC1=C([N+](=O)[O-])C(c2ccccc2Cl)NC(=O)N1C (stereo not given)	-2	3	6	3	-3.0	3	-2	-5	4	-1
Cc1ccc(-c2cc(C(=O)OCC(=O)Nc3cc(C)on3)c3ccccc3n2)c(C)c1	-2	-8	5	-5	-2.4	-22	-2	3	-4	0
COc1ccc([C@H]2CC(=O)C=C(c3cccc(Br)c3)C2)cc1	3	-12	0	-2	-0.1	-39	0	-2	-4	-3
COc1ccc(NC(=O)CNc2ccccc2C(C)=O)cc1S(=O)(=O)N1CCOCC1	2	3	0	4	1.4	10	-4	1	0	6
O=C(c1ccc2ccccc2c1)C1CCCN(C(=O)CN2C(=O)CSC2=O)C1 (stereo not given)	-3	0	-3	7	-0.5	-8	2	-5	-4	0
CCCCC(=O)OCC(=O)c1cc(C)n(-c2c(C)n(C)n(-c3ccccc3)c2=O)c1C	6	-8	1	1	-0.3	-3	-1	0	-3	-7
COc1ccc(-n2c(=O)c3ccccc3n(CC(=O)Nc3cc(C)on3)c2=O)cc1OC	2	2	-2	-1	-0.8	-9	-4	-3	0	-3
COc1ccc2nc(C)cc(Sc3nc4ccccc4s3)c2c1	2	-6	2	19	1.1	-24	-7	2	-6	3
COc1ccc(-c2nc3c(n2O)CCC/C3=N\O)cc1	5	11	-3	1	-3.4	1	1	-1	3	3
Cc1cccc(C)c1NC(=O)CN(C)C(=O)Cn1c(=O)cnc2ccccc21	-6	5	1	-15	-1.0	2	2	0	4	-1
Cc1ccnc2nc(C(=O)Nc3ccc(S(=O)(=O)N4CCCC4)cc3)nn12	7	1	-6	11	-2.2	-1	-3	-2	-3	1
CC(C)C(=O)Nc1nnc(SCC(=O)NC2CCCC2)s1	2	0	7	33*	0.3	8	0	0	5	2
COc1cc(NC(=O)CC[C@H]2O[C@@H](n3cnc4c(NC(=O)c5ccccc5)ncnc43)[C@H](O)[C@@H]2O)cc(OC)c1OC	0	1	2	3	-0.2	/	-2	0	3	0
Cc1ccccc1-n1nc2c(c1NC(=O)c1c(-c3ccccc3Cl)noc1C)CS(=O)(=O)C2	6	-3	-5	4	-2.4	2	-4	0	-2	0
O=C(/C=C/c1cccs1)Nc1ccc(N2CCOCC2)c(S(=O)(=O)Nc2cc(Cl)ccc2Cl)c1	-6	-19	3	-2	0.3	-11	-3	5	-12	15
O=C(CN1C(=O)NC2(CCCC2)C1=O)NCCC1=CCCCC1	0	0	0	14	-0.7	-1	-3	-1	4	0
Cc1ccccc1-c1nc(CS(=O)CC(=O)NC2CCCC2)c(C)o1 (stereo not given)	-5	-5	-7	-7	-1.1	2	3	1	0	2
Cc1ccc(-c2cc(-c3nnc(SCC(=O)Nc4ccccc4-c4ccccc4)n3N)[nH]n2)cc1	/	-4	-2	7	/	/	5	-3	-7	7

Single entries from the list:
In TCR CD3 inh, COc1cc(NC(=O)CC[C@H]2O[C@@H](n3cnc4c(NC(=O)c5ccccc5)ncnc43)[C@H](O)[C@@H]2O)cc(OC)c1OC is entered as 0
In NR1D1 modulator, COc1ccc2nc(C)cc(Sc3nc4ccccc4s3)c2c1 is entered as 2
In LEDGF integ inh, O=C(Nc1ccc(Cl)cc1)C1CCCCN1S(=O)(=O)c1ccccc1 (stereo not given) is entered as 0
In rCAG RNA binder, O=C(NC1CCCCCC1)c1cccc(N2CCCC2=O)c1 is entered as 4

Continued:
canonical_smiles	TCR CD3 inh	mABHD4 FP	NR1D1 modulator	TDP2 inh	PG9 binder	HTRA1 inh	LEDGF integ inh	PRMT1 FP inh	SIAE inh	rCAG RNA binder
COc1ccccc1CN(CC(=O)NCC1CCCO1)C(=O)CNS(=O)(=O)c1ccc(C)cc1 (stereo not given)	2	2	-4	6	-0.5	0	2	-1	5	-9
O=C(CCCN1C(=O)c2cccc3cccc(c23)C1=O)Nc1ccon1	6	2	1	10	-0.6	/	2	1	5	0
Cc1cc(C(=O)CSc2nnnn2-c2ccccc2)c(C)n1-c1ccc2c(c1)OCO2	-4	4	4	-1	-0.2	-24	-3	0	-2	7
N#Cc1ccccc1S(=O)(=O)N1CCN(CC(=O)NCC2(N3CCOCC3)CCCCC2)CC1	-4	0	0	2	2.8	6	-2	5	4	0

High-throughput results: PubChem BioAssay, several laboratories
